TSHR antag – human thyrotropin receptor antagonism | TSHR-expressing cells, TSH-stimulated cAMP HTRF, 2 h; hits give low values | activity change, negative = inhibition, % at 11.5 µM | AID 504810 | 0.2% of 330,000 active | P16473;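 active means activity change below a set negative limit, meaning inhibition stronger than a set level, cut at about -70% in these data; inconclusive means activity change between two set negative limits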; further: on the % scale 0 is the no-effect control and ±100 the full control effect
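Read-out is FRET at 665 nm (cryptate excitation 337 nm) from a cryptate-tagged anti-cAMP antibody, competed by cell cAMP against cAMP-d2. Compounds are tested on freshly harvested TSHR cells challenged with 4nM TSH (EC80) for 2 hours at 37 deg C.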
GALK inh – blocks human galactokinase activity. Purified GALK, Kinase-Glo residual ATP luminescence. Potency, µM (titrated, usually from 57.5 µM), for the others: top-dose activity change, negative = inhibition, hits mostly inhibitors. 0.007% of 270,000 active. AID 1868; further: potency means the concentration at half of the fitted maximal effect; on the % scale 0 is the no-effect control and ±100 the full control effect
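Galactose (100 uM) and ATP (35 uM) were turned over by 5 nM GALK for 1 h at RT. Kinase-Glo Plus then converted the remaining ATP into a luminescent signal.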
Tb PFK block – inhibitors of T. brucei phosphofructokinase; O15648; T. brucei PFK, ADP-Glo luminescence; Potency, µM (titrated, usually from 57.5 µM), for the others: at the top dose activity, negative = inhibition, most hits filed as inhibitors; 0.17% of 330,000 active; AID 485367;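 further: potency means the concentration at half of the fitted maximal effect; 0% = uninhibited 1x PFK enzyme wells and -100% = no-enzyme wells; nearly all actives have a fitted effect of over 60% in size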
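ADP-Glo luminescence quantified ADP after 45 min at room temperature, with 1.25 nM T. brucei PFK, 0.1 mM ATP and 0.5 mM fructose-6-phosphate in pH 8.0 TEA buffer. qHTS titrations up to 57 µM; curves classified by quality.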
BCR signal inh – chronic active BCR signaling inhibition | ABC-DLBCL IkBa-CBG/CBR reporter, luminescence ratio, 4 h | 0.05% of 340,000 active | Potency, µM (doses to about 46.1 µM), for the others: top-dose ratio change, negative = lower green/red ratio, most hits filed as inhibitors | AID 493014; active means well fitted inhibition curve with a large enough effect in the signal ratio, with a control signal flat, not every such curve was filed as active; inconclusive means small, poorly fitted or top-dose-only effect, or effect the other way, or a change in a side signal; the % refers to the signal ratio;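 further: potency means the concentration at half of the fitted maximal effect; plate controls were basal doxycycline-induced cells for no effect and cells given 10 µM MG132 for full effect; MG132 reads +100%, hits lower the ratio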
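Concentration-response series (up to 46 uM) were applied to TMD8 dual-reporter cells for 4 h at 37C with doxycycline. Green/red ratio, after filter-overlap correction, defined %Activity; red signal alone was normalised to basal cells and zero luminescence.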
Giardia killer – kills Giardia lamblia. AID 540267. activity change, % at 7.66 µM, hits read low. Giardia lamblia trophozoite viability. 0.15% of 340,000 active; in the data active means activity change below about -80%; inconclusive means between about -30% and that limit;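 further: parasites exposed to compound for two days anaerobically before the ATP read; on the % scale 0 is the no-effect control and ±100 the full control effect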
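Giardia trophozoites, 100 cells per well, were exposed to compounds for 48 hrs at 37 deg C under anaerobic conditions; viability was then read as ATP content by bioluminescence after 15-30 min at room temperature.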
CXXC DNA block – inhibitors of human MLL CXXC domain-DNA interaction; Potency, µM (titrated, usually from 115 µM), for inactives: top-dose activity change, negative = inhibition, hits mostly inhibitors; Q03164; 0.037% of 290,000 active; AID 2662; MLL-CXXC / FITC-HOXA9 DNA fluorescence polarization; active means well fitted inhibition curve with a large enough effect in the polarisation, with a control signal flat, not every such curve was filed as active; inconclusive means small, poorly fitted or top-dose-only effect, or effect the other way, or a change in a side signal; inactive means no such curve, though single readings can be large or run the other way; the % refers to the polarisation; further: potency means the concentration at half of the fitted maximal effect
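Fluorescence polarization: 7 uM MLL-CXXC (stock) preincubated 5 min with compounds, then 50 nM fluorescein-HOX-A9 DNA (stock) added; 30 min ambient. Buffer 50 mM Tris-HCl pH 7.5, 50 mM NaCl, 1 mM DTT, 0.05% BSA.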
FBPA coupling cs – coupling enzyme interference in Giardia aldolase counter-screen; activity change, negative = inhibition, % at 58.2 µM, hits read low; AID 2472; coupling enzyme system counterscreen, AmpLite Red fluorescence; 0.67% of 290,000 active; in the data active means activity change below about -30%; further: on the % scale 0 is the no-effect control and ±100 the full control effect
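Final compound at 57.5 uM, incubated 10 min at RT with coupling enzyme reagent (glyceraldehyde-3-phosphate), then 20 min with substrate and AmpLite Red detection. Fluorescence read at 525/598 nm; tests interference with the coupling assay, not aldolase inhibition.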
hERG WT inh – inhibitors of human wildtype KCNH2 potassium channel | Q12809 | U2OS, BacMam KCNH2, thallium flux FluxOr; hits give low values | activity change, % at 1.84 µM | 0.37% of 340,000 active;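 active means maximum activity change below -70%; inconclusive means maximum activity change between -70% and -50%; inactive means maximum activity change above -50%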; further: on the % scale 0 is the no-effect control and ±100 the full control effect
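U2OS cells were transduced with wild-type KCNH2 virus (2.03 x 10^8 / mL) for 4 h at room temperature, then cultured overnight at 37 C. Thallium flux was read with FluxOr dye. Rate constants were normalized to DMSO controls.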
AT treatment – potential ataxia-telangiectasia treatment; […] A-T fibroblasts, KAP-1 phosphorylation AlphaLISA; neocarzinostatin DNA damage 30 min before lysis; 0.19% of 320,000 active; Potency, µM (top dose mostly 57.5 µM), inactives show at the highest dose activation, hits mostly activators; AID 485349; further: potency means the concentration at half of the fitted maximal effect; % of control where 0% means no effect; nearly all actives have a fitted effect of over 45% in size
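ATM-like activity read as KAP-1 phosphorylation via AlphaLISA donor/acceptor antibody pairs after lysis and 6 hr at 25C. Cells were ATM-null patient fibroblasts ([…], hTERT), dosed 60 min, then exposed to the DSB inducer NCS for 30 min.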
TCR activator – activators of T cell receptors; primary human leukocytes, anti-CD3, IL-2 HTRF, 48 h; Potency, µM (top dose mostly 9.22 µM), without a hit: at the top dose activation of IL-2 secretion, most hits filed as activators; 330,000 tested, under 10 active; AID 504894; further: % of control where 0% means no effect
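HTRF read-out of IL-2 secretion: europium cryptate donor excited at 320nm, d2 acceptor emission at 665nm. Cells were primary human leukocytes incubated 48 hr with compounds and a-CD3 beads, supplying TCR signal only.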
Numbers without * were called inactive; i = inactive; ? = inconclusive; . = no result given; [ ] = dose if it differs, or a comment. Unless noted, the call rests on the fitted dose curve; in most records, active means well fitted curve in the direction sought with a large enough effect; inconclusive means small, poorly fitted or top-dose-only effect, or another doubt; inactive means no such curve, though single readings can be large; an effect the other way counts as inactive or inconclusive.

Molecule	TSHR antag	GALK inh	Tb PFK block	BCR signal inh	Giardia killer	CXXC DNA block	FBPA coupling cs	hERG WT inh	AT treatment	TCR activator
COc1ccc(N2CC(O)=C(c3nc(C)cs3)C2=N)cc1	6	2%	2%	-2%	-4	5%	0	-17	4%	-1%
CC/C(=N\NC(=O)CSc1ncccn1)c1ccc2c(c1)OCCO2	3	.	2%	-3%	-25	9%	2	0	2%	-4%[46.1 µM]
COc1ccc(NC(=O)c2cc3ccccc3cc2OC)cc1	-2	5%	3%	?	-2	1%	-2	8	9%	1%
Cc1ccc(C(C(=O)NC2CCCCC2)N(C(=O)c2csnn2)C2CC2)o1 (stereo not drawn)	-2	-3%	1%	10%	-15	11%	-2	24	-5%	3%
CC(=O)c1cccc(NC(=O)CN2C(=O)C(=O)N(Cc3ccco3)C2=O)c1	1	.	-20%	?	-1	.	.	-14	-1%	.
CC(C)[C@H](NC(=O)OCc1ccccc1)C(=O)OCC(=O)NC1(C#N)CCCC1	9	-6%	1%	6%	-19	-2%	2	0	14%	3%
CCN1CCN(C(=O)CCS(=O)(=O)c2cc3c(cc2Cl)NC(=O)CO3)CC1	6	.	0%	-3%	5	.	1	-6	-2%	-3%
COc1ccc(OC(C)C(=O)N2CCOCC2)cc1 (stereo not drawn)	-10	-1%	-2%	-2%	?	-3%	4	0	5%	-1%
COc1ccc(-c2ccc(C3C(C#N)=C(N)Oc4n[nH]c(C)c43)o2)cc1 (stereo not drawn)	-15	-1%	-15%	-20%	11	24%	1	-2	-2%	-2%
CCCCC(=O)Nc1ccc(C(=O)N2CCCC(C(=O)OCC)C2)cc1 (stereo not drawn)	21	0%	-12%	7%	22	0%	6	6	2%	-4%
O=C(Nc1nncs1)c1ccc2c(c1)OCO2	15	-2%	21%	?	?	14%	0	0	1%	1%
Cc1ccc(Cl)c2c1NC(=O)C2(O)CC(=O)c1ccc(F)cc1 (stereo not drawn)	1	-1%	-3%	-15%	27	-5%	0	-6	3%	1%
O=C(NCCOc1ccc(F)cc1)C1CCC(=O)N(CCN2CCOCC2)C1 (stereo not drawn)	-21	-10%	1%	1%	-10	0%	.	-5	-3%	-9%
Cc1ccc(S(=O)(=O)Nc2ccccc2C(=O)N2CCCC2)cc1	17	-6%	1%	5%	-6	-10%	.	1	-4%	1%
COCCOC(=O)C1=C(C)N(c2ccccc2)C(=S)NC1c1ccccc1C(F)(F)F (stereo not drawn)	1	2%	-3%	1%	?	16%	-1	.	8%	1%
N#Cc1ncc(Cc2ccccc2)nc1C#N	-1	3%	-2%	?	7	-8%	-2	-15	-7%	.
N#Cc1ccc(Nc2ccccc2)c(N)c1	6	4%	0%	12%	0	4%	-6	2	-10%	-4%
Cc1ccc(C(=O)NC(=S)Nc2ccc(-c3cc4ccccc4oc3=O)cc2)c(C)c1	-8	0%	3%	?	23	10%	-1	-4	3%	-8%[46.1 µM]
COc1ccccc1C(=O)NCCC(=O)Nc1ccc(S(=O)(=O)N2C(C)CCCC2C)cc1 (stereo not drawn)	12	.	?	-18%	17	.	.	4	-5%	-2%
Cc1ccc(F)cc1NC(=O)COC(=O)c1ccc2ncsc2c1	2	.	-9%	-9%	-1	.	.	-3	5%	.
COc1ccc(C2NC(=S)NC(C)=C2C(=O)c2ccccc2)cc1OC (stereo not drawn)	-3	1%	-1%	-25%	-5	10%	3	1	-1%	-8%[46.1 µM]
COc1ccc(OC)c(-n2c(-c3ccn[nH]3)n[nH]c2=S)c1	-6	0%	-4%	0%	0	-10%	0	13	-12%	-7%
Cc1ccc(S(=O)(=O)N2CCN=C2SCc2ccc(Cl)c(Cl)c2)cc1	-12	-3%	0%	4%	2	-4%	1	0	13%	-2%[46.1 µM]
Cc1nc2ccccc2c(=O)n1NC(=O)c1c(O)c2c(n(CC(C)C)c1=O)CCCC2	-11	0%	3%	-3%	13	2%	12	0	-4%	3%[46.1 µM]
O=c1cc2c(nn1Cc1ccc(F)cc1)-c1ccccc1CC2	-4	1%	4%	?	-1	34%[activator]	0	-6	-1%	-1%
COc1ccc(-c2c[n+]3c(n2-c2ccc(C)cc2)CCCCC3)cc1	-14	7%	-2%	?	5	0%	3	-2	5%	-4%
COC(=O)C1CCN(C2CC(=O)N(c3cc(C)cc(C)c3)C2=O)CC1 (stereo not drawn)	1	3%	14%	-2%	-7	4%	0	i	-1%	-2%
CCCCCCCC(=O)Nc1cc(C(=O)NCc2ccc(C)cc2)ccc1N1CCC2(CC1)CC(c1ccccc1)=NO2	13	.	-1%	-16%	-7	22%	-3	6	4%	-2%
O=C(C1CCN(c2nc3nonc3nc2N2CCCCC2)CC1)N1CCOCC1	9	1%	0%	0%	6	-27%	-3	-1	-2%	7%
CCOCCCNCc1ccc(OC)c(OC)c1	-5	-1%	13%	-1%	-21	-25%	-1	-5	-2%	-4%
CS(=O)(=O)c1nc(S(=O)(=O)c2ccc(Cl)cc2)c(N2CCC(O)CC2)s1	14	-5%	1%	?	3	14%	.	-3	8%	-3%
O=C(Nc1ccc(F)cc1)c1ccc(CSc2ccccc2)o1	-29	-4%	0%	1%	-22	6%	1	6	10%	2%[46.1 µM]
CCn1nc(C)c(Br)c1-c1nc(-c2cccc(C)c2)no1	-6	-2%	-1%	?	-7	-5%	3	-1	27%	-4%
CCc1ccc(/C=C(/C#N)C(N)=S)s1	3	4%	2%	-11%	-1	13%	4	7	2%	4%
CCCCn1c(N)c(N(CCOC)C(=O)C2CC(=O)N(Cc3ccco3)C2)c(=O)[nH]c1=O (stereo not drawn)	8	.	0%	-2%	-1	.	.	-6	0%	-1%
Cn1cc(C(=O)NCc2ccc(F)cc2)c(=O)c2cc(S(=O)(=O)N3CCCCC3)ccc21	19	.	-1%	?	-11	-6%	-4	2	-11%	-1%
Cc1c(C#N)c2ccccc2n1CC(=O)NCc1ccccc1	0	0%	12%	-5%	-21	-2%	0	2	4%	-4%[46.1 µM]
CC(C)C(C(=O)Nc1nccs1)c1ccccc1 (stereo not drawn)	-6	4%	1%	3%	-13	0%	-1	-10	2%	5%
O=C(Nc1ccnc(-c2ccncc2)n1)c1ccccc1Cl	-2	-5%	-1%	-2%	-4	1%	3	7	1%	7%
O=C(OCc1csc(-c2ccccc2)n1)C1=NN(c2ccccc2)C(=O)CC1	-4	.	?	?	17	.	.	10	3%	-3%
COc1ccc(NC(=O)COC(=O)C2CCN(S(=O)(=O)c3ccccc3)CC2)cc1Cl	-11	.	-4%	-2%	-18	.	.	-19	0%	3%
O=C(CNC(=S)N(CCCN1CCOCC1)Cc1cccs1)N1CCCC1	1	0%	1%	6%	12	-5%	0	23	1%	-4%
CCOC(=O)CSc1nc2c(c(=O)[nH]c(=O)n2C)n1C/C=C(/C)Cl	2	1%	-6%	1%	-1	0%	1	14	3%	.
COc1ccc(OCC(=O)OCC(=O)NC2CC2)cc1	-3	.	-3%	-1%	-3	.	.	2	-7%	-16%
O=C(NCc1ccco1)C1CCCN(S(=O)(=O)c2ccc(Br)cc2)C1 (stereo not drawn)	9	4%	2%	-16%	-24	8%	0	-2	3%	5%
Cc1onc(-c2c(Cl)cccc2Cl)c1C(=O)N/N=C(\N)COc1ccc(Cl)cc1	2	0%	4%	?	-7	2%	-3	16	-1%	-2%
CCOc1cc(CNc2ccc(Br)cc2)cc(Br)c1OCC(=O)NC(C)(C)C	-6	2%	0%	12%	7	2%	-8	-11	0%	4%
Cc1ccc(S(=O)(=O)NCCSc2ncccn2)cc1	0	1%	1%	9%	-16	-11%	6	-10	-8%	-1%

High-throughput results: PubChem BioAssay, National Center for Advancing Translational Sciences (NCATS)
